Screening data from PubChem BioAssay.
ERK EGF inh – blocks ERK signaling stimulated by EGF | HEK293-V1b, EGF-stimulated phospho-ERK AlphaScreen | AID 1454 | 0.41% of 130,000 active | Potency, µM (doses to about 11.5 µM), for inactives: at the top dose activity change, negative = inhibition, usual class: inhibitors; active = well fitted inhibition curve with a large enough effect; inconclusive = small, poorly fitted or top-dose-only effect, or effect the other way;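 note: plate controls were stimulated vehicle wells for no effect and unstimulated vehicle basal for full effect; nearly all actives have a fitted effect of over 55% in size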
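Concentration-response of compounds against EGF-driven ERK phosphorylation in V1b-expressing HEK293 cells; 30 min preincubation, 5 min EGF, AlphaScreen detection; Normalized to DMSO basal and 25 nM EGF.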
An asterisk follows results filed as active; [ ] = another dose, or the depositor's remark. Potency is the fitted concentration of half-maximal effect. An excerpt; the hit share may differ from the screen's.

`C=C(C)C(=O)Nc1cccc(C2=NOC3(C2)C[C@@H](C(N)=O)N(C(=O)/C=C/C=C/C)C3)c1` (stereo not given in full) gave ERK EGF inh -4%[57.5 µM].
N#Cc1ccc(N2CCN(C(=O)c3cccc(F)c3)CC2)c(F)c1 was read as ERK EGF inh -2%.
`CCC1(C(=O)OC)CCc2c(cc(OC)c3ccccc23)C1=O` (stereo not given) gave ERK EGF inh -2%[57.5 µM].
Screening COCCN1C(=O)c2[nH]nc(-c3ccccc3O)c2C1c1ccc(OC)cc1 (stereo not given) returned ERK EGF inh 6%[57.5 µM].
`CC(O)CNC(=O)Cc1cc(=O)[nH]c(=O)[nH]1` (stereo not given) gave ERK EGF inh -10%[57.5 µM].
Screening COc1ccc(N2CCC(CNC(=O)Nc3ccc(Cl)cc3)C2)cc1 (stereo not given) returned ERK EGF inh inconclusive.
`O=C(COC(=O)CNC(=O)c1ccccc1F)Nc1ccc2c(c1)OCCO2` gave ERK EGF inh -1%.
`COC(=O)c1cccc(-n2c(C)cc(C=O)c2C)c1` gave ERK EGF inh 3%.
Screening O=C(Nc1ccccc1Cc1ccccc1)c1oc2ccccc2c1COc1ccccc1 returned ERK EGF inh 5%.
For COc1cccc(C2c3c(oc4ccccc4c3=O)C(=O)N2CCCN2CCOCC2)c1 (stereo not given) the results were ERK EGF inh 5%.
Screening COc1ccc(OCC(=O)N/N=C/c2ccsc2)cc1 returned ERK EGF inh -5%.
For Cc1ccc(S(=O)(=O)N2CCOC2CNC(=O)C(=O)NCCc2ccc(S(N)(=O)=O)cc2)cc1 (stereo not given) the results were ERK EGF inh -2%[57.5 µM].
For CCn1c(-c2cccnc2Cl)nc2cc(C)c(C)cc21 the results were ERK EGF inh 0%.
`CN(C)C=Nc1ccccc1C1C=NNC1=O` (stereo not given) gave ERK EGF inh 8%[57.5 µM].
COc1ccccc1Cn1c(CO)nc2ccccc21 was read as ERK EGF inh -3%[57.5 µM].
For NC1=NC[C@H](Cc2ccc(O)cc2)N1CCc1cccc(F)c1 the results were ERK EGF inh -3%[57.5 µM].
`CCS(=O)(=O)NCC(c1ccco1)N1CCN(c2ccc(F)cc2)CC1` (stereo not given) gave ERK EGF inh -4%.
Cc1nnc(Cl)c2nn(-c3ccccc3F)c(C)c12 was read as ERK EGF inh 25%.
Screening Cc1c(C(=O)Nc2ccc(-c3nnc4n3CCCCC4)cc2)oc2c1ccc1ccccc12 returned ERK EGF inh 1%.
Screening CS(=O)(=O)N1CCC2(CCCN(Cc3cc(C(F)(F)F)cc(C(F)(F)F)c3)C2)CC1 returned ERK EGF inh 3%.
COc1ccc(N2CC(C(=O)OC(C)C(=O)c3ccccc3)CC2=O)cc1 (stereo not given) was read as ERK EGF inh 8%.
Screening CN1CCN(C(=O)/C(=C\c2ccc3c(c2)OCO3)NC(=O)c2cccs2)CC1 returned ERK EGF inh -9%.
For CCCNC(=O)c1ccc(CN2CCc3ccccc3C2)cc1 the results were ERK EGF inh 10%.
For O=C(NCc1ccccc1)C(=O)NCC1OCCN1S(=O)(=O)c1ccc([N+](=O)[O-])cc1 (stereo not given) the results were ERK EGF inh -2%.
Screening Cc1ccc(NC(=S)N(Cc2cccs2)Cc2cc3cc(C)ccc3[nH]c2=O)cc1 returned ERK EGF inh 1%.
Screening CN(C)c1nc(N)nc(Cn2nnc(-c3ccc(C(F)(F)F)cc3)n2)n1 returned ERK EGF inh -15%.
For Oc1ccccc1C=NC(c1ccccc1)C(O)c1ccccc1 (stereo not given) the results were ERK EGF inh 6%.
Cc1cc(CNC(=O)COc2ccc(C#N)cc2)c2ccccc2n1 was read as ERK EGF inh inconclusive.
Cc1ccc(S(=O)(=O)N2CCC(C(=O)NCCc3ccccn3)CC2)cc1 was read as ERK EGF inh 6%.
Screening COc1ccc(C2=NNC(c3cccs3)=Nc3ccc(OC)cc32)cc1 returned ERK EGF inh 0%.
For O=c1[nH]c2ccccc2cc1-c1nnn(-c2ccc(F)cc2)n1 the results were ERK EGF inh -10%[57.5 µM].
`CC(C)(C)C(=O)Nc1cc(NC(=O)C(C)(C)C)cc(C(=O)Nc2cc(C(=O)O)cc(C(=O)O)c2)c1` gave ERK EGF inh 8%.
CCOC(=O)c1ccc(NC(=S)N(CCN2CCCCCC2)Cc2ccco2)cc1 was read as ERK EGF inh -3%.
Cc1cccn2c(=O)c(/C=C(\C#N)C(=O)NC3CCS(=O)(=O)C3)c(N3CC(C)OC(C)C3)nc12 (stereo not given) was read as ERK EGF inh 0%[57.5 µM].
Screening CC(C)C(=O)NC(C)C(c1cccs1)N1CCN(c2ccccc2)CC1 (stereo not given) returned ERK EGF inh -2%.
`Nc1nc(-c2cccc(F)c2)cs1` gave ERK EGF inh 1%.
Screening CCOC(=O)c1c(CN(C)C)n(-c2ccc(C)cc2)c2cc(Br)c(O)cc12 returned ERK EGF inh -3%.
Screening CCC(C)c1ccc(S(=O)(=O)N2CCN(C(C)CC(=O)O)CC2)cc1 (stereo not given) returned ERK EGF inh 3%.
CC1CN(C(=O)COC(=O)c2ccc(N(C)C)cc2)CC(C)O1 (stereo not given) was read as ERK EGF inh -8%.
Screening Cc1nc2nc[nH]n2c(=O)c1NS(=O)(=O)c1ccc([N+](=O)[O-])cc1 returned ERK EGF inh 3%.

Gathered by group, those above containing two or more sulfur atoms.
For Cc1ccc(S(=O)(=O)N2CCOC2CNC(=O)C(=O)NCCc2ccc(S(N)(=O)=O)cc2)cc1 (stereo not given) the results were ERK EGF inh -2%[57.5 µM].
Screening Cc1ccc(NC(=S)N(Cc2cccs2)Cc2cc3cc(C)ccc3[nH]c2=O)cc1 returned ERK EGF inh 1%.

(further entries)
For O=C(Nc1ccccc1N1CCOCC1)c1ccc(S(=O)(=O)NCc2ccco2)cc1 the results were ERK EGF inh 0%.
For C/C(CC(=O)Nc1cc(C)ccn1)=N\NC(=O)c1ccccc1C the results were ERK EGF inh 0%.
Cc1ccc(CC(=O)Nc2ncc([N+](=O)[O-])s2)cc1 was read as ERK EGF inh -5%.
Brc1ccc2nc(-c3ccncc3)c(NC3CCCC3)n2c1 was read as ERK EGF inh -8%.
For Cc1[nH]c2ccccc2c1-c1nc(-c2ccc(Cl)cc2)nnc1-c1ccccc1 the results were ERK EGF inh -2%.
`COC(=O)c1sc2nc(SCc3cccc(F)c3)n(N)c(=O)c2c1C` gave ERK EGF inh 1%.
`Cc1ccc(-c2nc(-c3cccnc3)sc2CC(=O)O)cc1` gave ERK EGF inh 2%[57.5 µM].
CCCC(=O)Nc1ccc2c(c1)nc(CCNC(=O)c1ccco1)n2C was read as ERK EGF inh -7%[57.5 µM].
`Cc1c(-c2ccccc2)[n+](=O)c2c(n1[O-])CCCC2` gave ERK EGF inh 3%[57.5 µM].
For Fc1ccc(NC(=S)Nc2cccc(Cl)c2)cc1 the results were ERK EGF inh -3%.
`COC1C=CC23c4cc5c(cc4CN(CC2O)C3C1)OCO5` (stereo not given) gave ERK EGF inh 11%.
`N#CC(C#N)=NNc1ccc(S(=O)(=O)N2CCCCC2)cc1` gave ERK EGF inh -3%.
`COc1ccccc1/C=N/NC(=O)c1[nH]c(C)c(C(=O)N/N=C/c2ccccc2OC)c1C` gave ERK EGF inh 14%.
Screening CC(C)N1C(=S)SC(C)(C)C1n1oc(=O)n(-c2ccc(Cl)c(Cl)c2)c1=O (stereo not given) returned ERK EGF inh 10%.
For Cc1cc(NCCc2ccc(Cl)cc2)n2ncnc2n1 the results were ERK EGF inh inconclusive.
`CCCC1/C(=N/O)CC(c2ccccc2)NC1c1ccccc1` (stereo not given) gave ERK EGF inh 35µM*.
`O=C(Nc1ccccc1)N1CC[C@@]2(CCCN(C(=O)c3csnn3)C2)C1` gave ERK EGF inh -7%.
`OC(CN1CCN(c2cccc(Cl)c2)CC1)C(c1ccccc1)c1ccccc1` (stereo not given) gave ERK EGF inh 3%.
COc1ccc(N(CC(=O)NC2CCCCC2)C(=O)CNC(=O)c2ccco2)c(OC)c1 was read as ERK EGF inh -2%.
Screening CC12CCC(C(=O)NCCc3ccccc3)(OC1=O)C2(C)C (stereo not given) returned ERK EGF inh 0%.

Copied from above (2 entries):
CCCC(=O)Nc1ccc2c(c1)nc(CCNC(=O)c1ccco1)n2C was read as ERK EGF inh -7%[57.5 µM].
`Cc1c(-c2ccccc2)[n+](=O)c2c(n1[O-])CCCC2` gave ERK EGF inh 3%[57.5 µM].

Grouped by structure: the entries above with a nitro group on carbon
For O=C(NCc1ccccc1)C(=O)NCC1OCCN1S(=O)(=O)c1ccc([N+](=O)[O-])cc1 (stereo not given) the results were ERK EGF inh -2%.
Screening Cc1nc2nc[nH]n2c(=O)c1NS(=O)(=O)c1ccc([N+](=O)[O-])cc1 returned ERK EGF inh 3%.
Cc1ccc(CC(=O)Nc2ncc([N+](=O)[O-])s2)cc1 was read as ERK EGF inh -5%.

Following part.
Screening CNC(=O)c1cccnc1Nc1cccc(C(F)(F)F)c1 returned ERK EGF inh 5%.
For Cc1nc2ccccc2nc(C)c1=NOCc1ccc(C#N)cc1 the results were ERK EGF inh 3%.
For COc1ccc(CCNC(=O)CSc2nn(-c3ccccc3)c(=S)s2)cc1OC the results were ERK EGF inh -1%.
Screening CCNC(=O)C1CCCN1S(=O)(=O)c1ccc(C)cc1 (stereo not given) returned ERK EGF inh -6%.
COC(=O)c1sccc1NC(=S)OC was read as ERK EGF inh -10%[57.5 µM].
`COc1ccc(-n2c(C)c(C(C)=O)c3cc(OCC(N)=O)ccc32)cc1` gave ERK EGF inh 2%.
`NC(=O)CCN1CCN(CCOC2Cc3cc(Cl)ccc3Sc3ccccc32)CC1` (stereo not given) gave ERK EGF inh -5%.
For COc1ccc(Cn2c(=O)[nH]c3cc(C(=O)Nc4ccc(N5CCN(C)CC5)cc4)ccc32)cc1 the results were ERK EGF inh 27%.
Cc1ccc(S(=O)(=O)Cn2nnnc2C(C(C)C)N2CCN(c3nc4ccccc4s3)CC2)cc1 (stereo not given) was read as ERK EGF inh 7%.
For O/N=C1\CCCc2ccccc21 the results were ERK EGF inh 2%[57.5 µM].
Screening O=C(CC(c1ccccc1)c1cc(Br)ccc1O)N1CCCCC1 (stereo not given) returned ERK EGF inh -29%[57.5 µM].
`O=C(CN1C(=O)C2C3CC(C(Br)C3Br)C2C1=O)N1CCN(Cc2ccccc2)CC1` (stereo not given) gave ERK EGF inh -5%[57.5 µM].
For CCOC(=O)C1(C)C=C(Nc2ccc(NC(C)=O)cc2)C(=O)N1c1ccc(NC(C)=O)cc1 (stereo not given) the results were ERK EGF inh -4%[57.5 µM].
O=C(CN1c2ccccc2Sc2ccccc21)NNC(=O)Nc1ccc(Cl)cc1 was read as ERK EGF inh 3%[57.5 µM].
For CS(=O)(=O)c1ccc2nc(NC(=O)c3ccc(=O)[nH]c3)sc2c1 the results were ERK EGF inh -14%[57.5 µM].
COc1ccccc1Cn1c(C)nc2ccccc21 was read as ERK EGF inh -2%[57.5 µM].
For CCc1cc2cc(C(=O)Nc3ccc(C)cc3)sc2s1 the results were ERK EGF inh 9%.
For Cc1ccsc1/C=N/NC(=O)CNC(=O)c1ccco1 the results were ERK EGF inh 4%.
`Cc1ccc(CCN2C(=O)c3ccccc3C2C(=O)NCc2cccnc2)cc1` (stereo not given) gave ERK EGF inh 2%.
`C(=N\Nc1ccccc1)/c1nc2ccccc2s1` gave ERK EGF inh -6%[57.5 µM].

Ordered by formula weight (highest first): part of the list above
Screening CCOC(=O)c1c(CN(C)C)n(-c2ccc(C)cc2)c2cc(Br)c(O)cc12 returned ERK EGF inh -3%.
Cc1ccc(S(=O)(=O)N2CCC(C(=O)NCCc3ccccn3)CC2)cc1 was read as ERK EGF inh 6%.
Brc1ccc2nc(-c3ccncc3)c(NC3CCCC3)n2c1 was read as ERK EGF inh -8%.

Continued:
Screening O=C(CNC(=O)c1ccncc1)N/N=C/c1ccc(Br)cc1 returned ERK EGF inh -4%[57.5 µM].
Screening CC(=O)NC(=S)Nc1cc(C(F)(F)F)ccc1N1CCOCC1 returned ERK EGF inh 0%.
Screening COc1cccc(/C=C/C(=O)c2ccc(NS(=O)(=O)c3ccc(C)cc3)cc2)c1 returned ERK EGF inh -2%.
CN(c1ccc(C(=O)Nc2ccc3c(c2)OCO3)cc1)S(C)(=O)=O was read as ERK EGF inh -9%[57.5 µM].
For Cc1sc(NC(=O)/C=C/c2ccc3c(c2)OCO3)nc1-c1ccccc1 the results were ERK EGF inh 13%.
Screening CCOC(=O)c1c(NC(=O)CCC(=O)O)sc2c1CCCCC2 returned ERK EGF inh 6%.
`CC(C)(C)c1ccc(OCC(=O)N(c2ccccn2)C2CCCCC2)cc1` gave ERK EGF inh -2%.
Screening CN1CCCN(Cc2nc(-c3cccc(C(F)(F)F)c3)no2)CC1 returned ERK EGF inh -2%.
`CCOc1ccc(C(=O)N/N=C/c2ccc(SC)cc2)cc1` gave ERK EGF inh 6%.
Screening COCCCn1cnnc1SCc1nc2sc(C(C)=O)c(C)c2c(=O)[nH]1 returned ERK EGF inh -4%[57.5 µM].
Screening O=C(CSc1nnc(-c2cccnc2)n1-c1ccc(SC(F)F)cc1)N1CCCc2ccccc21 returned ERK EGF inh -1%.
Cn1cc(/C=C/C(=O)N2CCCC(C(=O)c3ccc(C(C)(C)C)cc3)C2)cn1 (stereo not given) was read as ERK EGF inh 1%.
Screening CC(=O)c1sc(NC(=O)COc2ccc(C)c(C)c2)nc1C returned ERK EGF inh 2%.
Screening Cc1ccc(S(=O)(=O)N[C@H](C(=O)OCC(=O)NC(=O)Nc2ccc3c(c2)OCCO3)C(C)C)cc1 returned ERK EGF inh inconclusive.
CC(C)(C)OC(=O)N/N=C/c1ccc(Br)cc1 was read as ERK EGF inh -9%.
Screening COc1cc2c(cc1OC)C1C(=O)c3ccc4c(c3OC1CO2)C=CC(C)(C)O4 (stereo not given) returned ERK EGF inh -3%.
`COc1ccc(NC(=O)CCCn2c(=O)c3sccc3n(Cc3ccccc3C)c2=O)cc1` gave ERK EGF inh 5%.
Screening C/C(=N/NC(=O)c1cnccn1)c1cccs1 returned ERK EGF inh -5%.
